# Compound activity as filed in PubChem.
# DUSP3 inh: inhibitors of human VHR1 phosphatase (DUSP3). P51452. actives 0.7% (n = 50,000). recombinant VHR phosphatase, colorimetric substrate read-out. AID 1992. inhibition, % at 20 µM; in the data active = inhibition above about 60%; also: some results filed as inactive read as strong as hits
# Target sequence (P51452 whole entry, looked up): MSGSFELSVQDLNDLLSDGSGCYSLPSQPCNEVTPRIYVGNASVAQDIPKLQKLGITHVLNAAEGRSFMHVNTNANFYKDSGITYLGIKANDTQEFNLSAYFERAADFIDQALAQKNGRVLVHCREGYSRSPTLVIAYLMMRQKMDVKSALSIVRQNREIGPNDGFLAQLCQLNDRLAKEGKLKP
# An asterisk follows results filed as active. This is a subset (hit frequency here may not be typical).
SMILES,DUSP3 inh
COc1ccc2[nH]c(C)c(C/C=C(/C)Cl)c(=S)c2c1,-21.6
O=C(c1ccncc1)N1N=C(c2ccncc2)CC1(O)C(F)(F)F (centres undefined),-4.3
Cc1ccc(-c2nc(O)c(C3=c4cc(C)cc(C)c4=NC3=O)s2)cc1,-33.4
CCOC(=O)COc1ccc2cc(-c3nc4ccccc4o3)c(=O)oc2c1,-5.8
O=C(Cc1ccc(F)cc1F)Nc1cccc2ccccc12,-12.3
CCOC(=O)C1=C(O)/C(=C/c2cc(C)n(-c3cccc(Br)c3)c2C)N=C1C,4.5
Cc1ccc2nc(NC(=O)C3CCCN3C(=O)OC(C)(C)C)sc2c1 (centres undefined),1.2
COc1cccc(/C=C2\SC(N3CCCCC3)=NC2=O)c1OC,-18.9
O=C(Nc1ccc(Cl)cc1)Nc1nnc(/C=C/c2ccccc2Cl)s1,-16.4
Cc1ccc2nc(/N=C(/N)NC(=O)Cc3ccccc3)nc(C)c2c1,5.8
COc1ccc(/C=N/Nc2ncc(Br)cn2)cc1,-21.5
CCOC(=O)c1sc(NC(=O)c2ccc(Cl)cc2Cl)c(C(N)=O)c1C,-6.1
CCCCOC(=O)c1ccc(N2CCOCC2)cc1,-12.3
COc1ccc(C(=O)N/N=C/c2ccc(Sc3nnnn3-c3ccccc3)o2)cc1OC,-4.7
Cc1ccoc1C(=O)Nc1ccc2ccccc2c1,0.0

# Part of the list above in a different format.
molecule: O=C(c1ccncc1)N1N=C(c2ccncc2)CC1(O)C(F)(F)F (centres undefined)
  DUSP3 inh: -4.3
molecule: O=C(Nc1ccc(Cl)cc1)Nc1nnc(/C=C/c2ccccc2Cl)s1
  DUSP3 inh: -16.4

# The results go on.
SMILES,DUSP3 inh
NS(=O)(=O)c1ccc(CNC(=O)c2ccc(-c3ccccc3)cc2)cc1,11.2
CCOC(=O)C1=C(C)NC(=O)NC1c1ccc(N(C)C)cc1 (centres undefined),-18.2
O=C(Nc1nc(-c2ccc(Cl)cc2)cs1)C1CC1,-16.4
CCOC(=O)C1=C(O)CSC1=Nc1ccc(C)cc1,15.6
O=C(O)C1CC=CCC1C(=O)Nc1cccc(O)c1 (centres undefined),-24.2
O=C(O)c1cccc(N2C(=O)C3C4C=CC(CC4)C3C2=O)c1 (centres undefined),5.6
Cc1cccnc1-n1c(CN2C(=O)c3ccccc3C2=O)nc2ccccc2c1=O,-7.9
O=C(O)c1c(-c2ccccc2)oc2ccc(OCc3ccccc3F)cc12,-2.9
Cc1cc(C)c(NC(=O)C(C)Oc2cccc(Cl)c2)c(C)c1 (centres undefined),0.4
CC(C)CC(=O)N1CCN(C2CCC(C)CC2)CC1 (centres undefined),5.2
CCn1nnnc1-c1ccc(OC)c(S(=O)(=O)Nc2ccc(Br)cc2)c1,-10.6
Cc1ccc(NCC(=O)N/N=C\c2cc(Cl)cc(Br)c2O)cc1,5.3
COc1ccc(NC(=O)CCN2C(=O)/C(=C/c3ccc(F)cc3)SC2=S)cc1,9.3
O=C(Nc1ccccc1C(=O)Nc1ccncc1)c1ccccc1,-0.7
O=C(Cc1ccccc1)Nc1ncc(Cc2ccc(F)cc2)s1,-10.5
COc1cc(C(=O)Nc2ccc(/C=C/C(=O)c3ccccc3)cc2)cc(OC)c1OC,-22.7
COc1ccccc1C1/C(=C(/O)c2ccccc2)C(=O)C(=O)N1c1cccc([N+](=O)[O-])c1 (centres undefined),-6.5
O=C(CSc1ncn(-c2ccccc2)n1)c1ccc(Br)cc1,6.4
O=c1/c(=C/c2cccc(C(F)(F)F)c2)sc2nc3ccccc3n12,-3.2
COC(=O)c1cc(NC(=O)c2ccc(C(C)C)cc2)cc(C(=O)OC)c1,-6.9
N/C(Cc1cccc2ccccc12)=N\OC(=O)c1cccs1,-1.9
COc1ccc(C(N)=O)cc1NC(=O)c1cc(C(F)(F)F)cc(C(F)(F)F)c1,-4.9
COc1ccccc1N1CCN(/N=C/c2ccc(-c3ccccc3)cc2)CC1,-8.7
O=C(CSc1n[nH]c(=O)[nH]c1=O)c1ccccc1[N+](=O)[O-],-5.5
O=C(COC(=O)c1ccc(S(=O)(=O)N2CCCCC2)cc1)c1cccc([N+](=O)[O-])c1,-36.8
O=C(Nc1ccc(Br)cc1F)C(Sc1ccccc1)c1ccccc1 (centres undefined),-23.8
CCOc1ccc(/C=C(\NC(=O)c2cccc(Br)c2)C(=O)N2CCCCCC2)cc1,7.0
CC(C)c1ccc(-c2nn(-c3ccccc3)cc2-c2nnc(N)o2)cc1,-34.5
Cc1c(OCC(=O)c2ccccc2)ccc2c3c(c(=O)oc12)CCC3,-6.9
O=C(c1ccc(Cl)c(Cl)c1)N1CCN(c2ccc([N+](=O)[O-])c3cccnc23)CC1,-17.0

# Arranged by length of the SMILES (highest first): part of the list above
SMILES,DUSP3 inh
O=C(COC(=O)c1ccc(S(=O)(=O)N2CCCCC2)cc1)c1cccc([N+](=O)[O-])c1,-36.8
CCOc1ccc(/C=C(\NC(=O)c2cccc(Br)c2)C(=O)N2CCCCCC2)cc1,7.0
N/C(Cc1cccc2ccccc12)=N\OC(=O)c1cccs1,-1.9

# Next compounds
SMILES,DUSP3 inh
CCOCCOC(=O)C1=C(C)NC2=C(C(=O)CCC2)C1c1ccc(OC)c(O)c1 (centres undefined),24.5
CCOC(=O)C(CCOCCOc1c(Cl)cc(Cl)cc1Cl)C(=O)OCC,-0.1
O=S(=O)(c1ccc(C2=CSC3=NCCN23)cc1)N1CCCCC1,-13.6
C=C(C)COc1ccc2c(CC)cc(=O)oc2c1,1.2
CCC(=O)Nc1ccc(NC(=O)c2ccc(Cl)c(Cl)c2)cc1,-14.0
Cc1ccc(-c2nnc3s/c(=C\c4ccccc4Cl)c(=O)n23)cc1,-2.7
O=[N+]([O-])c1ccc(-c2noc(-c3ccccc3Br)n2)cc1,-4.1
COc1cc(NC(=O)COc2cccc(C)c2)c(C(=O)O)cc1OC,-9.2
Cc1c(C#N)c(=O)ncn1-c1ccc(Br)cc1,13.4
CCOc1ccc(N(CC(=O)NCC2CCCO2)S(C)(=O)=O)cc1 (centres undefined),-20.9
COc1ccc(C2NC(c3ccc(OC)c(OC)c3)C(C)C(=O)C2C)cc1OC (centres undefined),-6.1
Cc1ccc(-c2nc3ccccn3c2NC(=O)c2ccc(Cl)cc2)cc1,-14.4
CC1=NN(c2ccc(C)cc2)C(=O)/C1=C\c1ccc2c(c1)OCO2,-15.0
O=C(O)c1cc(-c2cccc([N+](=O)[O-])c2)nc2ccccc12,-12.8
CC(=O)Oc1cc(OC(C)=O)c2c(C)cc(=O)oc2c1,5.2
Nc1nnc(SCc2ccc(Cl)c(Cl)c2)s1,10.8
Cc1ccccc1NC(=O)C1CC(=O)N(c2cccc([N+](=O)[O-])c2)C1 (centres undefined),-18.5
COc1ccccc1NC(=O)CSc1nc2ccc(N3C(=O)c4ccccc4C3=O)cc2s1,-8.7
O=C(O)CCC(=O)Nc1cccc(-c2cn3ccccc3n2)c1,-1.7
O=C(COc1ccccc1Cl)Nc1c[nH]c(=O)[nH]c1=O,16.6
COc1cc(C(=O)N2N=C(c3ccccc3)CC2c2ccccc2)cc(OC)c1OC (centres undefined),-29.1
CCOC(=O)c1c(NC(=O)c2ccccc2OC)sc(C(=O)N2CCCCC2)c1C,-3.9
CCOC(=O)c1ccccc1NC(=O)CN(c1ccc(C)c(Cl)c1)S(C)(=O)=O,-4.8
COC(=O)c1cccc(NC(=O)COc2ccccc2C(C)(C)C)c1,-12.8
CC1=C(C)CC(C(=O)NCCc2ccc(S(N)(=O)=O)cc2)C(C(=O)O)C1 (centres undefined),-1.8
CCOc1ccccc1N(CC(=O)N1CCC(C)CC1)S(=O)(=O)c1ccccc1,11.8
CCOC(=O)/C(C#N)=C/N1CCOCC1,-8.8
COc1ccc2c3c(cccc13)OCC2=O,-5.9
Cc1ccc2cc(C3CC(c4ccc(Br)cc4)=NN3C(=O)CCC(=O)O)c(=O)[nH]c2c1 (centres undefined),6.3
O=C(NNC(=O)c1c(F)c(F)c(F)c(F)c1F)c1ccccc1,-88.8

# Molecules above that contain a nitro group on carbon, in the order listed:
SMILES,DUSP3 inh
COc1ccccc1C1/C(=C(/O)c2ccccc2)C(=O)C(=O)N1c1cccc([N+](=O)[O-])c1 (centres undefined),-6.5
O=C(CSc1n[nH]c(=O)[nH]c1=O)c1ccccc1[N+](=O)[O-],-5.5
O=C(COC(=O)c1ccc(S(=O)(=O)N2CCCCC2)cc1)c1cccc([N+](=O)[O-])c1,-36.8
O=C(c1ccc(Cl)c(Cl)c1)N1CCN(c2ccc([N+](=O)[O-])c3cccnc23)CC1,-17.0
O=[N+]([O-])c1ccc(-c2noc(-c3ccccc3Br)n2)cc1,-4.1
O=C(O)c1cc(-c2cccc([N+](=O)[O-])c2)nc2ccccc12,-12.8
Cc1ccccc1NC(=O)C1CC(=O)N(c2cccc([N+](=O)[O-])c2)C1 (centres undefined),-18.5

# Other results:
SMILES,DUSP3 inh
O=C1C2C(C(=O)N1/N=C/c1cccc(Cl)c1)C1C=CC2C12CC2 (centres undefined),-20.7
CC(NC(=O)c1c(NC(=O)c2ccco2)sc2c1CCCCC2)c1ccccc1 (centres undefined),-10.2
NC(=O)CN(Cc1ccccc1)S(=O)(=O)c1ccccc1,-37.4
Cc1ccc(-n2c(-c3ccncc3)nc3ccccc3c2=O)cc1,-5.5
COC(=O)c1ccc(C(=O)Nc2cc(Cl)ccc2Cl)cc1N=NC1=C(O)CC(C)(C)CC1=O,1.9
COc1cccc(NC(=O)c2ccc(C)c([N+](=O)[O-])c2)c1,-21.1
Cc1ccc(N=C2NC(=O)CS2)cc1,-6.4
O=S(=O)(Nc1cccnc1)c1ccc(Br)c2ccccc12,-7.2
O=C(N/N=C/c1ccc(-c2cccc(Cl)c2)o1)c1cccnc1,-17.2
O=C(NN=C(/C=C/c1ccccc1)/C=C/c1ccccc1)c1cccnc1,-18.5
O=S(=O)(Nc1ccc(Cl)cn1)c1ccc(Cl)cc1,12.3
Cc1cc(/C=C2\C(=O)NC(=S)N(c3ccccc3F)C2=O)c(C)n1-c1cccc([N+](=O)[O-])c1,7.1
COC(=O)c1cc(C(=O)Nc2ncccc2C)cc([N+](=O)[O-])c1,7.6
CC(=O)c1ccc(NC(=S)NC(NC(=O)c2ccco2)C(Cl)(Cl)Cl)cc1 (centres undefined),-19.4
CCOC(=O)c1cnc2cc(OC)ccc2c1Cl,-6.0
Cc1ccc(S(=O)(=O)Nc2cc(Sc3ncn[nH]3)c(O)c3ccccc23)cc1,100.2*
CC1(C)CC(=O)CC(c2ccccc2)(C(F)(F)F)O1 (centres undefined),-57.7
Cc1[nH]oc(=O)c1N=Nc1ccc([N+](=O)[O-])cc1,-19.3
CC(C)=C1C2CCC1C(C(=O)Nc1ccc(C)c(Cl)c1)C2C(=O)O (centres undefined),-7.6
C=CCc1cc(/C=C2/C(=O)NC(=O)N(C)C2=O)cc(OC)c1O,-3.4
O=C(NCc1ccccn1)C(=O)Nc1ccccc1F,9.6
COc1ccc(C2(CNC(=O)CC#N)CCCC2)cc1OC,-36.1
CN(C)CC(Oc1ccc(F)cc1)C(=O)O (centres undefined),-5.7
O=C(Nc1cc(Cl)ccc1C(=O)O)c1ccc(Br)cc1,3.3
CC(=O)N1c2ccc(NC(=O)C(F)(F)F)cc2C(C)(c2ccccc2)CC1(C)C (centres undefined),8.3
Cc1ccc(-c2[nH]ncc2/C=N/NC(=O)c2ccc(Br)cc2)cc1,-12.8
O=C(NC(=S)Nc1ccc2oc(-c3ccccc3)nc2c1)c1ccccc1Cl,-3.1
O=[N+]([O-])c1cccc(S(=O)(=O)NCc2ccccc2)c1,-18.8
CCC1(C)CC(C(CCNCc2ccc(F)cc2)c2ccc(C)cc2)CCO1 (centres undefined),-7.8
COc1cccc(CN2CCN(Cc3ccccc3[N+](=O)[O-])CC2)c1,8.5
CC(=O)Nc1ccc(/C=C2\C(=O)NN(c3ccccc3)C2=O)cc1,6.1
COC(=O)c1ccccc1NC(=O)c1ccccc1[N+](=O)[O-],-3.7
CCCCN(C)Cn1[nH]c(=O)ccc1=O,-11.8
CC1CN(C)C(C)C/C1=N/OC(=O)COc1ccc(Cl)cc1 (centres undefined),3.7
C=CCN1C(=O)/C(=C\c2cn(Cc3ccccc3F)c3ccccc23)SC1=S,-6.9
CN1C(=O)/C(=N/OC(=O)c2ccc(Cl)cc2Cl)c2ccccc21,-21.2
CSC1=C(C#N)C(c2ccncc2)C(C(=O)Nc2ccccc2)=C(C)N1 (centres undefined),4.5
COc1ccc(CNC(=O)c2ccccc2Br)cc1,-3.4
Fc1ccc(C=NN2CCN(Cc3ccccc3)CC2)cc1,-22.9
COc1ccc(-n2nc3cc(C)c(NC(=O)c4ccc(Br)o4)cc3n2)cc1,-11.7
CCN(CC)C(=O)Cn1c(O)c(N=NC(=O)c2ccc(C(C)(C)C)cc2)c2ccccc21,-28.6
CCOC(=O)C(C#N)C1(c2ccc(F)cc2)CCOC(C)(CC)C1 (centres undefined),78.3
O=C1Nc2ccccc2C1=Nc1ccc(Br)cc1,-13.3
C1CCC2(C1)NN2CCN1NC12CCCC2 (centres undefined),-9.3
CCOC(=O)C(CCOc1cc(C)c(Cl)c(C)c1)C(=O)OCC,-18.4
Cc1[nH]n(-c2nc(-c3ccccc3)cs2)c(=O)c1N=Nc1ccc(C(=O)O)cc1,12.1
COc1ccc(-c2cc(C(F)(F)F)n3nc(C(=O)N4CCCCC4)c(Br)c3n2)cc1,-12.1
Cc1ccc(C(=O)N/C(=C/c2ccccc2F)C(=O)NN)cc1,-4.8
O=C(/C=C/c1cccs1)NCCN1CCOCC1,-15.2
C=C(C)Cn1c(SCC(=O)NN)nnc1-c1ccc(Br)cc1,12.8
CC(Cc1ccccc1)NC(=O)C(c1ccc(N)cc1)c1ccc(N)cc1 (centres undefined),-5.5
CCOC(=O)c1c[nH]n(-c2nc(-c3ccccc3)cs2)c1=O,-0.1
COc1ccc(/C=C2\NC(=S)N(c3ccccc3)C2=O)cc1OC,-4.3
COc1cc(C(=O)Nc2ccc(Cc3ccncc3)cc2)cc(OC)c1OC,5.1
Cc1ccc(N2NC(=O)/C(=C\c3ccc(Br)cc3)C2=O)cc1,3.0
O=C1CC(N2CCN(Cc3ccc4c(c3)OCO4)CC2)C(=O)N1Cc1ccc(Cl)cc1 (centres undefined),11.4
CC(C)c1ccc(/C=C/C(=O)Nc2ccc(C(N)=O)cc2)cc1,-18.6
CC(C)(C)c1ccc(OCC(=O)N2CCC(Cc3ccccc3)CC2)cc1,-2.3
O=C(O)c1cc(NC(=O)c2ccc(Br)cc2)cc(C(=O)O)c1,-7.4
Clc1ccc(/C=N/Nc2nccs2)c(Cl)c1,-11.7
